# Bioassay records as filed in PubChem.
# E-sel inducer = induces E-selectin expression in human endothelial cells; P16581; HUVEC E-selectin immunofluorescence imaging; normalized: neutral wells 0, TNF-alpha wells 100; activation, % at 7.58 µM; hit rate 0.37% among 260,000;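 active means mean E-selectin-positive cell signal at least 10% of the positive control, reached in at least 60% of replicates, without over 20% cell loss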;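 further: in these data hits start at about 27%; measured in HUVEC primary endothelial cells; signal is the percent of cells scored E-selectin positive by PE staining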
# Target sequence (P16581 whole entry, looked up): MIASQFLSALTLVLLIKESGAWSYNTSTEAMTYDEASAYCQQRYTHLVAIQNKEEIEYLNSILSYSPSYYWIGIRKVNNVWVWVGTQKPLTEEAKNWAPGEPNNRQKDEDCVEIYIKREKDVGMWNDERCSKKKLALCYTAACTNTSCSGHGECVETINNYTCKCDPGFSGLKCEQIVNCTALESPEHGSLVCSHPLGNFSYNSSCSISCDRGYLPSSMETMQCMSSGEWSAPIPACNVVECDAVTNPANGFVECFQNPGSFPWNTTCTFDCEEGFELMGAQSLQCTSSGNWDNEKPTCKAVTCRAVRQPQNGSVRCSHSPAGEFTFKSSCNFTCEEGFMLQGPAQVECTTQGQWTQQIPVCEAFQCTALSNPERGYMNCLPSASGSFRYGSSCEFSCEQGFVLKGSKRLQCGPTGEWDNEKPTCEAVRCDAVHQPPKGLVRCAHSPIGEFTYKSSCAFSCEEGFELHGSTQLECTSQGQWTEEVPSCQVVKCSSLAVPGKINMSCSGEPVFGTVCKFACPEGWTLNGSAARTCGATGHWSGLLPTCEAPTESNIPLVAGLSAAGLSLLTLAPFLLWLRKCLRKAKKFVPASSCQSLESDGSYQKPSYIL
#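 Read-out: % PE-positive cells | Test system: HUVEC | Doses: One compound dose added by pin transfer | Buffer or medium: EGM-2 over gelatin coat | Signal: Immunofluorescence imaging | Benchmarks: TNF-alpha, DMSO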
# PGC1a acetyl inh = lowers PGC1a acetylation signal in U2OS cells | hit rate 0.17% among 350,000 | inhibition, % at 15.6 µM | AlphaScreen anti-acetyl-lysine; with virally co-expressed GCN5 acetyltransferase;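 active means every replicate shows inhibition of at least 40%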;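 further: 0% = neutral control wells and 100% = positive control wells; some results beyond the cut were filed as inactive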
# miR-122 sensor = blocks miR-122 activity in Huh7 sensor cells; Huh7 miR-122 Renilla luciferase sensor, 48 h; neutral wells = 0, positive control = 100; activation (reporter increase), % at 12.5 µM; hit rate 0.3% among 340,000;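 active means mean replicate activation score at least 90 and every replicate individually at or above 90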;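 further: higher luciferase means less miR-122 activity so hits act as miR-122 inhibitors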
# RAD54 inh = blocks human RAD54 Holliday junction branch migration | AID 602329 | inhibition, % at 10.4 µM | FAM/BHQ fluorescence | Q92698 | hit rate 0.14% among 360,000;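 active means mean normalized replicate activity at least 40 and at least half of replicates scoring 40 or more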;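 further: 0% = median of neutral control wells and 100% = median of positive control wells; inhibitors cause a drop in the FAM fluorescence signal; in these data hits start at about 50%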
# ERAP1 inh = inhibitors of human ERAP1 aminopeptidase | Q9NZ08 | hit rate 0.15% among 340,000 | inhibition, % at 10.7 µM | recombinant ERAP1, Leu-AMC fluorescence, 60 min | AID 652197;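 active means mean replicate inhibition of at least 30%, or all replicates individually reaching that 30% level; inactive means mean below 30% and not every replicate reaching it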;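 further: 0% = neutral control wells and 100% = L-leucinethiol positive control wells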
# RAD52 anneal inh = RAD52 (human) annealing inhibition. P43351. recombinant RAD52 DNA annealing, FRET fluorescence. inhibition, % at 18.7 µM. hit rate 0.46% among 360,000;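 active means every replicate showing at least 50% inhibition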
# Target sequence (P43351 whole entry, looked up): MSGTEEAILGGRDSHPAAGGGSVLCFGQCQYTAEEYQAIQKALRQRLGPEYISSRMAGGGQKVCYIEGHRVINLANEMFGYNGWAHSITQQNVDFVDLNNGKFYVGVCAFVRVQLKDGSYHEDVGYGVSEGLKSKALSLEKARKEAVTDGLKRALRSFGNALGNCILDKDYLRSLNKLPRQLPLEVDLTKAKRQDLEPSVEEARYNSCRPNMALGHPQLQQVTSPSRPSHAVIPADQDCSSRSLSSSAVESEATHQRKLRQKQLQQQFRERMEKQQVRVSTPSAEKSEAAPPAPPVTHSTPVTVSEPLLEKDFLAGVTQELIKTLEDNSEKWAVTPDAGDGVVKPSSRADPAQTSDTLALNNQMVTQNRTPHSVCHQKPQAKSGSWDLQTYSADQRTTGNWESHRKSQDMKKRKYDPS
# PglD inh = inhibitors of Campylobacter jejuni PglD acetyltransferase | AID 602405 | purified PglD enzyme, DTNB colorimetric CoA detection | hit rate 0.098% among 360,000 | inhibition, % at 12.5 µM; in the data active means inhibition above about 16%, passing the limit was not always enough; further: strong numbers were not always called active
# Cneo AK release = Cryptococcus neoformans lysis via adenylate kinase release. C. neoformans lysis, adenylate kinase release luminescence, 4 h; normalised: neutral wells 0, clomiphene wells 100. lysis activity, % at 15 µM. hit rate 0.2% among 360,000;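 active means mean lysis activity across replicates of at least 80%, whatever share of replicates individually reach that level; inactive means mean lysis activity below 80%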
#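 Material: C. neoformans cells; Schedule: 4 h static compound exposure, 37 °C, read 1 h post-reagent; Measured by: adenylate kinase release luminescence; Read-out: signal increase indicating cell lysis; Controls: Clomiphene as positive lysis control.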
# Numbers without * were called inactive; . = not tested or not shown; & = joins results of further samples; [ ] = another dose, or the depositor's remark.
No.	Structure	E-sel inducer	PGC1a acetyl inh	miR-122 sensor	RAD54 inh	ERAP1 inh	RAD52 anneal inh	PglD inh	Cneo AK release
1	O=C(O)c1ccc2c(c1)ncn2C1CCCCCC1	.	7.7	0.8	-2.0	.	.	0.2	2.8
2	Cc1c(/C=C2\SC(=O)N(CC(=O)Nc3ccc4c(c3)OCO4)C2=O)c2ccccc2n1C	.	5.9	-1.2	-0.7	0.6	-51.4	-9.6	-0.7
3	Cc1ccc(S(=O)(=O)NNC(=S)Nc2cccc(C)c2C)cc1	0.8	5.3	-7.4	-3.4	-1.3	-9.8	15.6	0.0
4	c1coc(-c2nnc(-c3cccs3)o2)c1	.	3.4	-4.1	3.1	.	.	0.2	3.9
5	CC=Cc1ccc2n(c1=O)C[C@H]1[C@H](CO)[C@@H](C(=O)NC3CCCC3)N(CC3CCCCC3)[C@@H]21 (mixture of isomers)	-0.5	.	-3.3[16.7 µM]	-5.2	0.5	1.4	5.9	-1.2
6	CCN1CCN(c2ccc(S(=O)(=O)N3CCOCC3)cc2N)CC1	0.2	-3.6	-8.0	-2.1	-8.1	-0.7	0.3	0.2
7	COC(=O)c1cc2sccc2n1CC(=O)N1CCCc2ccccc21	.	-7.1	3.2	10.2	.	.	-8.4	-0.6
8	CC(=O)OC1CCC2C3CCC4=C(CC(F)C(=O)C4)C3CCC12C (configuration not stated)	.	0.7	-9.4	.	-2.6	-3.4	.	.
9	Cc1noc(C)c1S(=O)(=O)Nc1cccc2c1O[C@@H](CN(C)S(=O)(=O)c1ccccc1)[C@@H](C)CN([C@H](C)CO)C2=O	-0.3	-2.0	2.5[16.7 µM]	-8.7	-5.8	-62.1	2.9	4.8
10	O=C1CNC(=O)c2c(nc3n2CCC3)N1	.	-5.0	-6.3	5.0	0.4	2.3	-1.7	4.3
11	Cc1cc(C(=O)NNC(=O)Nc2cccc(C(F)(F)F)c2)no1	.	-7.9	0.6	.	6.2	-13.1	.	.
12	O=C(Nc1cccnc1)c1ccc(Cl)cc1[N+](=O)[O-]	-0.1	.	0.8	1.0	-0.4	-12.1	-14.1	-1.8
13	Cc1cccc(S(=O)(=O)NC(=O)C2(C)CCN2C(=O)Cc2ccc(-c3ccccc3)cc2)c1 (configuration not stated)	.	-3.3	-3.1	-1.6	-0.2	-15.1	-1.4	-0.4
14	O=C1CCN(C(=S)NCCc2ccccc2)CC1	3.6	4.7	-5.5	-7.5	-4.1	-14.7	0.5	1.2
15	O=c1c2c3nc4ccccc4nc3n(CCN3CCOCC3)c2ncn1CCN1CCOCC1	-0.4	10.8	-6.5	15.6	.	-1.0	-1.1	2.3
16	Cn1cnc(S(=O)(=O)N2CCCCN3[C@H](CO)[C@H](c4ccc(-c5cccc(F)c5)cc4)[C@@H]3C2)c1	0.0	9.2	4.7[16.7 µM]	-10.2	2.4	-18.7	2.5	3.2
17	O=C(NCc1ccccc1)NCC12CC3CC(CC(C3)C1)C2	3.2	-1.7	2.2	9.4	5.4	-12.9	-1.8	-1.2
18	Cc1ccc(C(=O)Nc2cccc(C(F)(F)F)c2)cc1NC(=O)c1csc(-c2ccncc2)n1	.	.	4.3&-3.9	-8.0&1.3	.	.	-0.6&3.1	-0.2&9.8
19	C=CCn1c(SCC#N)nc2sc(CC)cc2c1=O	.	-10.4	-3.7	5.0	-5.0	-12.4	0.4	-2.8
20	C[C@H](CO)N1C[C@H](C)[C@@H](CN(C)C)Oc2ccc(NS(=O)(=O)c3cccs3)cc2CC1=O	-10.5	1.4	-0.4[16.7 µM]	11.1	-1.1	14.0	-5.7	0.9
21	C[C@]12c3[nH]c4ccc(Cl)cc4c3CCN1C(=O)[C@@H](CC(=O)NCCN1CCOCC1)C[C@@H]2C(=O)N1CCOCC1	0.0	2.0	-0.4	-5.6	1.3	-0.4	-0.5	0.4
22	Cc1ccc(-n2[nH]c(=O)c(-c3ccccn3)c2C)cc1	.	-10.8	9.5	.	-1.4	-15.6	.	.
23	Cc1ccc2nc(SCC(=O)Nc3ccc4[nH]c(=O)[nH]c4c3)[nH]c2c1	0.4	-1.7	11.9	10.7	7.2	-9.9	-4.4	.
24	O=C(NCCc1cccc(F)c1)C1CC(O)CN1C(=O)Nc1ccccc1 (configuration not stated)	-1.6	7.1	-3.2	0.7	-1.7	5.8	5.6	6.1
25	O=C(NC(c1ccccc1)c1ccccc1)C1CCCC1	-0.2	4.7	8.8	-2.8	.	.	-4.0	-1.2
26	Cc1onc(-c2ccccc2Cl)c1C(=O)N1CCC(C(N)=O)CC1	0.0	.	-2.3	0.7	-1.5	-3.7	-0.5	2.4
27	O=C([C@H]1[C@H](CO)[C@H]2Cn3c(ccc(-c4cccc(F)c4)c3=O)[C@H]2N1Cc1cocn1)N1CCCCC1	0.4	.	1.4[16.7 µM]	-8.2	0.3	-2.1	-2.8	0.8
28	O=C(COC(=O)c1cc(S(=O)(=O)N2CCOCC2)ccc1F)Nc1ccccc1C(F)(F)F	-0.2	7.1	1.5	-17.0	-0.7	-6.9	-1.6	4.0
29	CCCCCCCCNCCS(=O)(=O)NCCCCCCCC	-0.1	.	-0.9	-9.3	3.0	5.7	-1.2	69.1
30	CC1CCC(NC(=O)COC(=O)c2ccc3ncsc3c2)CC1 (configuration not stated)	-0.6	0.9	3.5	-10.7	1.8	3.2	5.7	0.2

# 6 compounds from above, sorted by their value in PGC1a acetyl inh, falling.
nr | Compound | PGC1a acetyl inh | miR-122 sensor | ERAP1 inh | RAD52 anneal inh | PglD inh
16 | Cn1cnc(S(=O)(=O)N2CCCCN3[C@H](CO)[C@H](c4ccc(-c5cccc(F)c5)cc4)[C@@H]3C2)c1 | 9.2 | 4.7[16.7 µM] | 2.4 | -18.7 | 2.5
28 | O=C(COC(=O)c1cc(S(=O)(=O)N2CCOCC2)ccc1F)Nc1ccccc1C(F)(F)F | 7.1 | 1.5 | -0.7 | -6.9 | -1.6
20 | C[C@H](CO)N1C[C@H](C)[C@@H](CN(C)C)Oc2ccc(NS(=O)(=O)c3cccs3)cc2CC1=O | 1.4 | -0.4[16.7 µM] | -1.1 | 14.0 | -5.7
23 | Cc1ccc2nc(SCC(=O)Nc3ccc4[nH]c(=O)[nH]c4c3)[nH]c2c1 | -1.7 | 11.9 | 7.2 | -9.9 | -4.4
13 | Cc1cccc(S(=O)(=O)NC(=O)C2(C)CCN2C(=O)Cc2ccc(-c3ccccc3)cc2)c1 (configuration not stated) | -3.3 | -3.1 | -0.2 | -15.1 | -1.4
10 | O=C1CNC(=O)c2c(nc3n2CCC3)N1 | -5.0 | -6.3 | 0.4 | 2.3 | -1.7

# Values in list order from above.
# PglD inh, compounds 9–15 → 2.9, -1.7, ., -14.1, -1.4, 0.5, -1.1
# PGC1a acetyl inh, compounds 9–15 → -2.0, -5.0, -7.9, ., -3.3, 4.7, 10.8

# Back to the main list with the two entries that preceded the break.
No.	Structure	E-sel inducer	PGC1a acetyl inh	miR-122 sensor	RAD54 inh	ERAP1 inh	RAD52 anneal inh	PglD inh	Cneo AK release
29	CCCCCCCCNCCS(=O)(=O)NCCCCCCCC	-0.1	.	-0.9	-9.3	3.0	5.7	-1.2	69.1
30	CC1CCC(NC(=O)COC(=O)c2ccc3ncsc3c2)CC1 (configuration not stated)	-0.6	0.9	3.5	-10.7	1.8	3.2	5.7	0.2
31	O=C(O)c1cccc(Nc2nc(N3CCOCC3)nc(N3CCOCC3)n2)c1	.	-101.3	-2.6	9.6	.	.	1.3	-0.2
32	CN(C)C(CNC(=O)c1ccc([N+](=O)[O-])cc1Cl)c1ccco1 (configuration not stated)	.	.	-1.1	-8.6	1.9	-13.2	-3.2	-1.1
33	CO[C@@H]1CN(C)C(=O)c2ccc(NC(=O)C3CC3)cc2OC[C@H](C)N(CC2CC2)C[C@@H]1C	0.0	-2.0	.	0.8	-4.1	6.2	2.3	-3.2
34	COc1ccc(N2CCN(C3CCCN(C(=O)c4cccc(C)n4)C3)CC2)cc1 (configuration not stated)	0.1	-2.9	-0.6	0.2	-1.6	-9.3	0.3	-1.9
35	O=C(COc1ccc(F)cc1)NNC(=O)Cn1ccc(C(F)(F)F)n1	-0.2	-9.4	0.0	-19.1	-4.8	-11.3	-0.6	3.3
36	CCCCN1C(=O)NC(c2cccc([N+](=O)[O-])c2)C(C(=O)OCC)=C1C (configuration not stated)	-0.1	.	.	3.5	5.8	-6.6	4.0	52.8
37	COc1ccc(NC(=O)Nc2ccc3c(c2)[C@H]2C[C@H](CC(=O)NC4CCCCC4)O[C@@H](CO)[C@H]2O3)cc1	0.3	-10.7	0.9[16.7 µM]	11.1	0.2	4.9	-0.4	21.0
38	CCCN(C)C[C@@H]1Oc2cc(-c3ccccc3OC)ccc2S(=O)(=O)N([C@@H](C)CO)C[C@@H]1C	-1.2	-10.5	-0.5[16.7 µM]	-1.8	4.2	18.0	0.3	2.5
39	COc1ccc(-c2ccc3nccn3c2)cc1	0.2	.	0.1	-6.6	0.3	-20.8	1.3	2.6
40	CC1(C)C(=O)N(c2ccccc2F)C(=O)c2ccccc21	1.0	.	.	12.3	2.7	-3.7	-2.1	-5.1
41	O=C(O)C[C@@H]1C=C[C@H](NC(=O)Nc2ccccc2)[C@H](CO)O1	0.1	3.6	.	5.1	1.2	3.5	1.0	-3.9
42	CCc1ccc(C#CC2=CC(=O)CC(C)(C)C2)cc1	-0.2	15.8	-7.2	-0.4	0.3	0.2	1.5	-0.2
43	C[C@H](CO)N1C[C@H](C)[C@H](CN(C)CC2CCCC2)Oc2ncc(-c3cccc(F)c3)cc2C1=O	-0.2	8.7	.	.	1.1	5.8	.	.
44	O=C(CN1CCN(c2ccccc2)CC1)Nc1cccc(C(F)(F)F)c1	.	-23.3	.	-1.7	1.3	11.4	4.0	-1.4
45	COc1ccc(NC(=O)Nc2nc(C(N)Cc3ccc(C(F)(F)F)cc3)cs2)cc1 (configuration not stated)	0.0	-0.9	9.3	1.3	9.2	-27.4	-2.0	-1.0
46	CC(=O)c1c(C)[nH]c(C(=O)CSc2nc3ccccc3c(=O)n2CCCO)c1C	0.0	.	36.7	3.7	-0.7	-16.5	1.4	-1.0
47	COc1cc(CCC(=O)OCC(N)=O)cc(OC)c1OC	.	-10.1	2.4	.	2.4	0.6	.	.
48	CN1C[C@@H]2[C@@H]3C(=O)N(Cc4ccccc4)C(=O)[C@@H]3[C@](Cc3ccccc3)(C1=O)N2C(=O)c1ccc(Cl)cc1	-0.1	.	.	-13.6	1.2	-19.8	3.4	-1.3
49	O=C1/C(=N\S(=O)(=O)c2cccs2)C([n+]2cccc(Cc3ccccc3)c2)=C([O-])c2ccccc21	.	-3.6	6.4	-24.4	.	.	-4.4	-6.5
50	C[C@H]1CN([C@@H](C)CO)S(=O)(=O)c2ccc(C#CCC3CCCC3)cc2O[C@H]1CN(C)C(=O)c1cnccn1	0.1	-6.7	-10.3[16.7 µM]	-1.2	1.7	-7.3	7.6	-2.5
51	Cc1ccc2c(c1)CC1(CN2C)C(=O)OC2(CCCCC2)OC1=O	.	7.6	-7.6	-1.3	.	.	-0.2	3.6
52	CCNC(=S)N(CCc1c(C)[nH]c2ccc(OC)cc12)Cc1cccnc1	0.1	-1.4	.	-10.4	-0.6	-50.4	-3.3	-0.4
53	O=C1c2ccccc2-c2onc3ccc(NCc4ccco4)c1c23	.	2.5	-11.8	-88.1	.	.	-0.3	-1.2
54	COc1cccc(CNS(=O)(=O)c2cc3c(cc2C)n(C)c(=O)c(=O)n3C)c1	-0.1	6.5	-6.8	-9.2	.	-6.0	-2.6	1.0
55	CC(c1ccccc1)C(CC(=O)O)C(=O)NC1CCCCC1 (configuration not stated)	-0.2	2.9	.	5.2	-0.7	-7.9	1.5	-1.6
56	Cn1c(CSc2nc3ccccc3s2)nnc1SCC(=O)NCCN1CCOCC1	.	-27.9	0.9	-8.6	.	.	-3.8	1.2
57	Cc1ccc(NC(=S)Nc2ccc3cn[nH]c3c2)c(C)c1	7.3	2.9	.	.	-2.0	-20.7	.	.
